Assay outcomes from PubChem.
NPR1 activator = GC-A stimulated cGMP production enhancers – HEK293 GC-A cells, cGMP TR-FRET, EC30 ANP, primary screen | 0% at EC30 ANP, 100% saturating ANP | activation, % at 10 µM | 370,000 compounds, 0.14% hits; in the data active means activation above about 40%
FXN GAA850 act = FXN promoter activators, primary screen, cell-based, luciferase luminescence, HEK293 lucGAA850; HEK293 lucGAA850 FXN promoter luciferase reporter, 24 h; percent of 10 µM SAHA response; activation, % at 6 µM; 360,000 compounds, 0.56% hits;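 active means activation above the average of all compounds screened plus 3 SD, cutoff fixed separately per campaign, cut at about 7.5% in these data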;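 further: 0% = DMSO wells and 100% = 10 µM SAHA wells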
DAX1 inh-1 = DAX1 (NR0B1) inhibitors, primary screen, cell-based, HEK293, Gal4-DAX1, luciferase luminescence | inhibition, % at 6.75 µM | HEK293 Gal4-DAX1 luciferase reporter | 340,000 compounds, 0.99% hits | AID 504766, 2011;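 active means inhibition above the mean over all tested compounds plus 3 SD, cut at about 4.2% in these data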;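 further: 0% = DAX1-transfected cells with DMSO and 100% = empty-vector control cells with DMSO; inhibition shows as a rise in luminescence from relieved DAX1 repression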
Target sequence (P51843 207-470 limits assumed): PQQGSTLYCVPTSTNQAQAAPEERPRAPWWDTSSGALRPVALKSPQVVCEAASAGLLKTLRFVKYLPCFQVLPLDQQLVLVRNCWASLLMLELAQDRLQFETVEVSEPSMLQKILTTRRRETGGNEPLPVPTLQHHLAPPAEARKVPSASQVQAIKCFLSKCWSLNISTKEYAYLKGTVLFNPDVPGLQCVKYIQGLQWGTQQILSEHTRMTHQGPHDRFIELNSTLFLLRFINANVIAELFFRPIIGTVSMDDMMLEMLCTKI
ssDAF12 agonist = S. stercoralis DAF-12 nuclear receptor activators, primary screen, cell-based, luminescence, HEK293, GRIP1 co-expression, lit1-tk-luc; Nuclear hormone receptor DAF-12 (Strongyloides stercoralis); activation, % at 6.8 µM; HEK293 ssDAF-12/GRIP1 lit1-tk-luc reporter; % of 3 µM dafachronic acid response; 370,000 compounds, 1% hits;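 active means activation above the mean over all tested compounds plus 3 SD, cut at about 0.9% in these data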;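 further: 0% = DMSO-only wells and 100% = 3 µM delta7-dafachronic acid wells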
GC-B act = human GC-B receptor activators, primary screen, HEK293 GC-B cells, cGMP TR-FRET, EC30 CNP; 370,000 compounds, 0.11% hits; AID 1920062, 2024; 0% at EC30 CNP, 100% saturating CNP; Atrial natriuretic peptide receptor 2 (Homo sapiens), P20594; activation, % at 10 µM;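 active means activation at 10 µM reaching about 35% in either raw or pattern-adjusted values, limit read from the data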
ADAM10 inh = human ADAM10 inhibitors, primary screen, biochemical, QFRET, HTS; inhibition, % at 7 µM; recombinant ADAM10, EDANS/DABCYL FRET peptide cleavage, 3 h; Disintegrin and metalloproteinase domain-containing protein 10 (Homo sapiens), O14672; 370,000 compounds, 0.62% hits;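 active means inhibition above a per-campaign cutoff equal to the mean of compounds falling between control-based bounds plus 3 SD, cut at about 20% in these data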;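 further: 0% = DMSO wells while the 100% control is not disclosed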
hgDAF-12 ag = H. glycines DAF-12 receptor agonists, primary screen, cell-based, luminescence, HEK293, GAL4 fusion, UAS-luciferase; Nuclear hormone receptor DAF-12 (Heterodera glycines), GAL4 fusion; HEK293 GAL4-hgDAF12 UAS-luciferase reporter, agonist luminescence; normalized to butyrate control; activation, % at 6.8 µM; 370,000 compounds, 1.8% hits; AID 687014, 2013;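 active means activation above a cutoff set at the mean of all screened compounds plus 3 SD, cut at about 10% in these data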;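 further: 0% = DMSO wells and 100% = sodium butyrate wells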
DAX1 inh-2 = DAX1 (NR0B1) inhibitors on StAR promoter, primary screen, cell-based, luminescence, SF-1 (NR5A1), full-length DAX-1; HEK293T StAR-luciferase reporter, SF-1/DAX-1 repression relief; inhibition, % at 6.8 µM; 370,000 compounds, 1.1% hits; AID 652010, 2013;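 active means inhibition above the mean over all tested compounds plus 3 SD, cut at about 3.6% in these data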;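 further: 0% = DAX-1 cells with DMSO and 100% = cells lacking DAX-1 with DMSO; higher inhibition means more luminescence from relief of DAX-1 repression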
hcDAF-12 act = H. contortus DAF-12 nuclear receptor activators, primary screen, cell-based, luminescence, HEK293, lit1-tk-luc reporter; HEK293 hcDAF-12 lit1-tk-luc reporter; 0% DMSO, 100% Δ7-dafachronic acid; activation, % at 6.8 µM; 370,000 compounds, 1.4% hits;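 active means activation above the mean of all tested compounds plus 3 SD, cut at about 5.5% in these data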;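 further: 100% = response to 3 µM Δ7-dafachronic acid high control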
SMARCA2 act = SMARCA2 (BRM) function activators, primary screen, cell-based, luminescence, high throughput. MG213 cells, MMTV-luciferase reporter, dexamethasone, overnight. activation, % at 9.1 µM. 370,000 compounds, 1% hits. AID 652017, 2013; in the data active means activation above about 7.8%;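 further: 0% = vehicle wells and 100% = reference activator wells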
HGIII-sPLA2 inh = human group III sPLA2 inhibitors, primary screen, biochemical, QFRET, BODIPY PC-A2 liposome substrate; AID 743126, 2013; QFRET BODIPY PC-A2 liposome hydrolysis, fluorescence; 370,000 compounds, 0.56% hits; inhibition, % at 12.2 µM;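 active means inhibition above mean plus 3 SD of compounds lying within the high and low control bounds, cut at about 19% in these data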;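 further: 0% = median of test compound wells and 100% = no enzyme DMSO wells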
Target sequence (Q9NZ20 whole entry, looked up): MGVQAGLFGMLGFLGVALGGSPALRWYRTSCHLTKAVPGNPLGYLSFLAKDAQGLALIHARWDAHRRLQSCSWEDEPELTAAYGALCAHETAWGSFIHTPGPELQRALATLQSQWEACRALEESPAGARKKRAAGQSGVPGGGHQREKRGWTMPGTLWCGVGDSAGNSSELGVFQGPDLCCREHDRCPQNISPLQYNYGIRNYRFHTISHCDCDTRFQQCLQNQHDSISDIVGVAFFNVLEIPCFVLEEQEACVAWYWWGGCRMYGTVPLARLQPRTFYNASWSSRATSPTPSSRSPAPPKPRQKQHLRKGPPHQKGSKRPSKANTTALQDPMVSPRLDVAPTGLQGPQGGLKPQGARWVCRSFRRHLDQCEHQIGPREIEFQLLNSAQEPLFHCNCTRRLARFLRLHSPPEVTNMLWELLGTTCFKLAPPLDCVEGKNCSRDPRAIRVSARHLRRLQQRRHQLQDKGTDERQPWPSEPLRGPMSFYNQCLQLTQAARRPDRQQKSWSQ
Numbers without * were called inactive; i = inactive; . = not tested or not shown.

SMILES	NPR1 activator	FXN GAA850 act	DAX1 inh-1	ssDAF12 agonist	GC-B act	ADAM10 inh	hgDAF-12 ag	DAX1 inh-2	hcDAF-12 act	SMARCA2 act	HGIII-sPLA2 inh
COc1cc(C(=O)N2CCC(N3CCN(C)CC3)CC2)ccc1Nc1ncc2c(n1)N(C)c1ccccc1C(=O)N2C	1	.	.	0.1	6	-4	-5.3	3.7*	6.8*	8	-12
CN(C)CCCn1c(N)c(C#N)c2nc(C#N)c(C#N)nc21	13	1.1	0.2	-0.8	-4	i	0.1	0.0	1.2	1	2
CN1Cc2ccccc2CC1CNCc1c(C(=O)N2CCCC2)nc2ccccn12 (configuration not stated)	-6	-0.4	0.8	-1.1	-3	-7	-1.9	-0.5	-1.6	2	1
COc1ccc(/C=C(/NC(=O)c2cccs2)C(=O)Nc2ccc(C)cc2)cc1OC	0	0.7	-0.7	-0.7	8	-52	1.6	0.0	-2.8	-1	7
O=C(NC1CC1)C1=C[C@@H](C2CC2)C[C@@H](OCCCCO)O1	0	-0.1	0.4	-1.6	6	5	-0.7	0.4	-0.2	1	-1
CCOC(=O)C1CCCN(CCC(=O)Nc2cccc(Cl)c2C)C1 (configuration not stated)	1	0.4	-0.8	-0.8	3	6	0.7	0.3	-0.7	2	8
O=C(NCCN1CCN(C(=O)C(c2ccccc2)c2ccccc2)CC1)C(=O)Nc1ccccc1	1	0.8	0.3	-1.4	0	5	1.3	-0.6	0.7	0	5
O=c1ccc(-c2ccc(S(=O)(=O)Nc3cccc(F)c3)o2)n[nH]1	-2	-1.2	-0.1	-1.3	0	-6	0.9	2.5	0.7	1	1
COc1ccc(N(CC(=O)Nc2ccccc2C)S(=O)(=O)c2ccccc2[N+](=O)[O-])c(OC)c1	-6	-0.8	0.0	-1.4	-6	8	-0.1	-0.2	1.0	-3	-10
COc1ccc(S(=O)(=O)N/N=C\c2ccc(OC)c(COc3ccc(C)cc3[N+](=O)[O-])c2)cc1	-2	-1.6	-0.2	-0.4	1	3	-1.1	-0.5	4.3	0	-13
CCOC(=O)C1CCCN(C(=O)Cc2c(F)cccc2Cl)C1 (configuration not stated)	1	0.1	-0.3	-1.5	-4	-7	-1.8	0.4	-1.5	0	-3
Cc1ccc(OCCN2CCC2(C)C(=O)NCc2ccc(C(F)(F)F)cc2)cc1 (configuration not stated)	-7	0.8	.	-1.1	3	0	-0.5	-1.1	-2.0	-3	4
O=C(O)C1(S(=O)(=O)c2ccc(Cl)cc2)CCC1	-3	0.1	-0.5	-0.7	-1	-1	-1.1	0.5	0.9	-1	5
COC(=O)[C@]12CCCCC=C1N(CCC1=CCCCC1)C(=O)[C@H](CC(=O)N1CCSCC1)C2	0	.	.	-1.0	-3	10	-1.5	0.6	-0.5	3	0
COc1cccc(-n2ccnc2SCC(=O)Nc2ccccc2)c1	-3	-0.9	0.0	-1.6	-4	-2	-0.3	0.1	-1.6	-1	-10
Oc1ccc(Cl)cc1CNc1nccs1	-7	-0.9	-1.8	-1.3	-4	4	-1.7	0.3	-0.7	0	-3
COC(=O)c1ccc(NC(=O)c2ccc(NC(=O)c3ccco3)cc2)cc1	3	3.0	0.4	-1.7	2	-7	2.2	0.0	-0.4	-1	5
C/C(=C\C(=O)c1ccc(F)cc1)Nc1ccc(N2CCOCC2)cc1	1	0.2	0.3	-1.1	-5	2	-4.3	-1.7	-1.9	3	0
O=C1NC[C@H](CCCCN2C[C@H](Cc3ccc(O)cc3)N(CCc3ccccc3)C(=O)C2=O)N(Cc2ccccc2)C1=O	2	.	.	-1.0	-5	1	1.2	-0.6	1.3	-1	-9
O=C1NC(=O)C2(Br)Nc3ccc(Br)cc3C(=O)C2N1 (configuration not stated)	1	-0.5	-0.5	-1.0	2	-6	3.1	1.8	1.0	-3	8
CCCCNS(=O)(=O)CC1NCc2cc(F)ccc21 (configuration not stated)	3	.	.	-1.5	-2	1	-1.9	1.1	-0.7	2	7
Brc1c(CSc2nnc(-c3ccco3)o2)nc2ccccn12	-4	4.3	-0.5	-1.2	-1	6	3.0	0.6	-0.9	5	-2
Cc1onc(-c2ccccc2)c1C(=O)OCC(=O)Nc1cccc(Cl)c1	-3	-1.1	1.3	-1.9	-3	5	-0.9	-1.7	-1.8	-3	-28
CC1SC(C)C(=O)N(CC(=O)Nc2ccc([N+](=O)[O-])cc2)C1=O (configuration not stated)	1	-1.6	0.7	-1.4	1	-11	0.4	0.5	-0.4	0	-3
O=C(CSc1nnc(CNC(=O)c2cccs2)o1)Nc1cccc(Cl)c1	1	-2.1	0.9	-0.8	3	1	0.0	-0.5	-0.9	-4	-3

Continued:
SMILES	NPR1 activator	FXN GAA850 act	DAX1 inh-1	ssDAF12 agonist	GC-B act	ADAM10 inh	hgDAF-12 ag	DAX1 inh-2	hcDAF-12 act	SMARCA2 act	HGIII-sPLA2 inh
COc1ccc(NC(=O)/C(=C\c2cccs2)NC(=O)c2ccco2)cc1	-1	-0.1	0.2	-0.9	-2	7	3.0	-0.7	0.0	1	8
O=C(NCc1n[nH]c(=S)n1-c1ccc(Cl)c(Cl)c1)c1cccs1	-2	1.6	0.9	-0.6	-3	-8	1.0	-0.4	-1.0	-3	8
O=P(O)(CCc1ccccc1)CN1CCCCC1	-1	0.6	-0.3	-0.9	0	-6	1.5	0.1	-1.8	4	2
COc1ccc(S(=O)(=O)N2CCOCC2)cc1NC(=O)CSc1nnc2n1CCCCC2	-1	0.3	0.0	-1.4	-4	-6	0.7	0.6	-2.3	-3	8
O=C(CCC(=O)OCc1cccc([N+](=O)[O-])c1)Nc1ccccc1Cl	-3	-0.4	-0.3	-0.7	0	4	-0.9	0.2	-0.4	4	4
COc1cccc(C(=O)N/N=C(\CC(C)C)c2ccccc2)c1	-3	3.9	0.6	0.4	-1	11	4.1	0.2	0.8	-2	-3
Cc1ccc(NS(=O)(=O)c2cccc(C(=O)NC3CC3)c2)c(C)c1	1	1.3	-0.2	-1.5	-1	-8	-0.5	-1.9	-1.3	-1	1
O=C(c1cc(-c2ccc(Cl)s2)nc2ccccc12)N1CCOCC1	1	2.2	0.0	-1.0	5	i	0.2	-2.9	-1.3	-2	-10
Cc1cccc(N(C(=O)c2csnn2)C(C(=O)NCc2ccccc2)c2ccncc2)c1 (configuration not stated)	0	0.3	1.3	-0.5	4	-2	0.5	1.6	2.5	-4	4
CCOC(=O)Cc1csc(NC(=O)c2csc(C)c2)n1	0	-1.1	0.0	-2.2	-2	-1	-2.3	-0.6	-2.7	-2	-2
Cc1ccc(CN2CCCCC2C(=O)Nc2ccc(Oc3cccnc3)cc2)o1 (configuration not stated)	-1	-4.8	0.1	-0.7	-2	-2	-0.6	-2.7	-1.0	1	-12
COc1ccccc1CNC(=O)CN1CCN(S(=O)(=O)c2cccs2)CC1	0	0.5	-1.5	-2.2	-3	0	1.5	-0.8	0.3	-1	-5
Cc1cccc(S(=O)(=O)N(C)C[C@H]2OCc3cnnn3CCCC(=O)N([C@H](C)CO)C[C@H]2C)c1	1	-0.2	4.4*	0.6	1	-2	1.3	1.0	-0.4	4	2
CC(C)(C)NC(=O)C(c1ccncc1)N(C(=O)c1csnn1)c1ccccc1 (configuration not stated)	-1	1.1	0.3	-1.2	2	2	-1.9	0.3	1.6	-1	17
Cc1ccc(NC(=O)CNC(=O)c2cccc(Cl)c2)nc1	2	2.1	0.9	-0.2	-2	4	9.3	1.4	2.0	4	0
Cc1cc(C)nc(NS(=O)(=O)c2ccc(NC(=O)C(C)Oc3ccccc3F)cc2)n1 (configuration not stated)	-2	0.1	0.5	-1.1	-5	3	2.3	0.2	-1.1	0	-17
CSc1ccc(CN(C)CC(=O)Nc2ccccc2Br)cc1	2	1.1	-0.1	-1.4	2	13	0.3	-0.6	-2.8	-3	-4
C=C(C)/C=C1/C(Cc2ccccc2)N(CC2CC2)C(=N)N1C(=O)OCc1ccccc1 (configuration not stated)	-23	.	.	-1.5	-17	-57	2.4	-1.3	-2.1	-5	8
COc1ccccc1/C=C1\SC(=S)N(CC(=O)NC2CCS(=O)(=O)C2)C1=O (configuration not stated)	3	-3.7	-0.3	-1.0	-6	-2	-0.5	-0.2	-2.3	-1	-24
COc1ccc(C(=O)OCC(=O)N2CCN(C(=O)c3ccco3)CC2)cc1OC	0	2.3	-0.5	-1.0	7	-6	-1.4	0.5	-1.6	-2	5
O=C(NC(=O)c1cccc(F)c1)Nc1nc(-c2ccc(F)cc2)cc(C(F)(F)F)n1	5	1.5	-0.7	-1.5	0	1	3.1	-0.2	-0.7	-1	6
Nc1ccccc1-c1nnn(CC(=O)Nc2ccc3c(c2)OCCO3)n1	1	-0.7	0.1	-0.5	-2	-5	2.6	0.1	-2.2	-3	-6
CN(CC(=O)N1CCN(c2ccccc2)CC1)S(=O)(=O)c1cnc[nH]1	7	-0.9	-0.6	-1.6	3	-5	-1.6	-0.1	-0.9	-1	7
COC1=C/C(=C/c2c(N)n3c(nc2=O)sc2cc(S(C)(=O)=O)ccc23)C=CC1=O	-5	3.1	2.0	0.4	-1	-77	-1.2	-0.1	-0.9	-1	-19
CCC(C)[C@H](NS(=O)(=O)c1ccc(C)cc1)C(=O)N1CCC(C(=O)N2CCC(C(N)=O)CC2)CC1 (some centres not stated)	4	19*	2.6	-1.6	0	-17	-0.8	0.1	0.6	-4	12
Cc1cc(=O)n(C)c(=O)n1CCCCCOc1cccc([N+](=O)[O-])c1	-5	0.5	-1.3	-1.3	-1	0	0.2	-1.0	-0.6	-1	-1
O=C(c1ccccc1)C(O)c1ccccc1 (configuration not stated)	0	-0.3	-0.1	-0.3	-11	-4	-1.7	-0.2	-3.5	-3	-3
CCN1C[C@@H]2[C@@H]3C(=O)N(C)C(=O)[C@@H]3[C@](Cc3ccccc3)(C1=O)N2C(=O)c1ccc(Br)cc1	-15	0.7	0.3	-1.2	-13	-6	-2.4	-0.6	-1.5	1	5

2 entries picked at random from the list so far:
SMILES	NPR1 activator	FXN GAA850 act	DAX1 inh-1	ssDAF12 agonist	GC-B act	ADAM10 inh	hgDAF-12 ag	DAX1 inh-2	hcDAF-12 act	SMARCA2 act	HGIII-sPLA2 inh
CCC(C)[C@H](NS(=O)(=O)c1ccc(C)cc1)C(=O)N1CCC(C(=O)N2CCC(C(N)=O)CC2)CC1 (some centres not stated)	4	19*	2.6	-1.6	0	-17	-0.8	0.1	0.6	-4	12
CSc1ccc(CN(C)CC(=O)Nc2ccccc2Br)cc1	2	1.1	-0.1	-1.4	2	13	0.3	-0.6	-2.8	-3	-4
